OX1R antag-1 = antagonists of human orexin 1 receptor (OX1R); AID 485270, 2010; 330,000 tested, 1.8% active; inhibition, % at 6.6 µM; OX1R-expressing cells, FRET antagonist read-out; in the data active = inhibition mostly above about 38%, no sharp cut-off; inactive = mostly below about 40%;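 also: 0% = agonist challenge alone and 100% = reference antagonist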
Target sequence (O43613 whole entry, looked up): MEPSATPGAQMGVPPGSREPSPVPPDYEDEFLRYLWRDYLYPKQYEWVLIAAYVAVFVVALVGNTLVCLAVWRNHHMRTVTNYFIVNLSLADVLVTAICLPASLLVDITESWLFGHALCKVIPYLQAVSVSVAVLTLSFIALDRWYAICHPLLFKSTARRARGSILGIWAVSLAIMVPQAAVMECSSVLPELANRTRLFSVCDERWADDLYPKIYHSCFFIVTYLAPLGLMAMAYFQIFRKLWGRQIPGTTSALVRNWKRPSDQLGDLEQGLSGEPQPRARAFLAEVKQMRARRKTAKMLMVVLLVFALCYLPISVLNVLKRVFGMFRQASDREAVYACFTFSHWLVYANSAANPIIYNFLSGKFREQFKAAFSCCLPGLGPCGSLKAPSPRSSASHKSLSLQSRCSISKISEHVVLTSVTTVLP
OX1R antag-2 = OX1R (HCRTR1) antagonists, primary screen, fluorescence, CHO/OX1R cells, Fluo-8 calcium, orexin A. Orexin/Hypocretin receptor type 1 (Homo sapiens), O43613. Fluo-8 calcium fluorescence. inhibition, % at 5 µM. 330,000 tested, 0.43% active. AID 434989, 2010;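 active = inhibition above its plate's threshold, mean inhibition of all tested compounds on the plate plus 3 SD, cut at about 37% in these data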;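 also: 0% = orexin A challenge wells and 100% = SB-334867-A antagonist wells; not every result past the cut was called active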
CHT PAM = CHT positive allosteric modulators, primary screen, cell-based, membrane potential dye, choline EC20; High affinity choline transporter 1 (Homo sapiens), Q9GZV3; CHT-expressing cells; hits give high values; LV-AA mutant CHT in HEK293 cells; B-score at 10 µM; 310,000 tested, 0.49% active;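 active = initial fluorescence not abnormally high and integrated response B-score, plate-corrected, over 3 SD above library mean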
Target sequence (Q9GZV3 whole entry, looked up): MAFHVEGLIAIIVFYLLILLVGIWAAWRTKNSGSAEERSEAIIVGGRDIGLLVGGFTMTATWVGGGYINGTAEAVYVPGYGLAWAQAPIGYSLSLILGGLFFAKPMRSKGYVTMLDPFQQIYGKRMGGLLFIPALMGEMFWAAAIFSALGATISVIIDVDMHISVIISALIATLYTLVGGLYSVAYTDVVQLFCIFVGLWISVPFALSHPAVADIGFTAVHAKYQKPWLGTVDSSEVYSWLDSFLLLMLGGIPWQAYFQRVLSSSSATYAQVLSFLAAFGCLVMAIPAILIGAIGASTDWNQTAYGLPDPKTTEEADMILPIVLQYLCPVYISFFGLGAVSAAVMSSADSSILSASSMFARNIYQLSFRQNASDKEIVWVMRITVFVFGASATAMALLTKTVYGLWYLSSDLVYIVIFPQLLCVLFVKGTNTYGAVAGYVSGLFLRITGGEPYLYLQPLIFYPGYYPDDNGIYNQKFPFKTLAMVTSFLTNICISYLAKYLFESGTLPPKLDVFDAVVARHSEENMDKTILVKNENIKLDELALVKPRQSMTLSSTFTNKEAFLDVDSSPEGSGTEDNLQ
* hit, by the source's call; i = inactive; nt = not tested or not shown.

SMILES | OX1R antag-1 | OX1R antag-2 | CHT PAM
Nc1nc(-c2nonc2N)no1 | -13 | 4 | i
COc1ccc(C2(C)NC(=O)N(CC(=O)Nc3cccnc3Cl)C2=O)cc1 (centres undefined) | -4 | -6 | i
CC(Sc1nc2nn(-c3ccccc3)c(=O)c-2c2n1CCCCC2)C(N)=O (centres undefined) | 63 | -29 | i
CCOC(=O)c1c(C)[nH]c(C(=O)N/N=C/c2cc([N+](=O)[O-])ccc2O)c1C | 4 | -8 | i
COc1cccc(OCC(O)CNC(=O)c2oc3ccc(C)cc3c2C)c1 (centres undefined) | 4 | -20 | i
Cc1ccc(S(=O)(=O)C(CCC(=O)N2CCOCC2)S(=O)(=O)c2ccc(C)cc2)cc1 | 6 | -18 | i
O=C(C1Cc2ccccc2CN1S(=O)(=O)c1ccccc1[N+](=O)[O-])N1CCOCC1 (centres undefined) | 10 | -14 | nt
Cc1ccc(NCN2C(=O)c3ccccc3C2=O)c(C)c1 | 7 | -12 | i
Nc1[nH]ncc1C(=O)Nc1cccc(C(F)(F)F)c1 | 34 | -7 | i
O=C(NNC(=O)c1cc2cc3ccccc3nc2s1)c1cccc(C(F)(F)F)c1 | 17 | -11 | i
C=CCNc1nc(C(=O)OCC(=O)Nc2ccccc2C(F)(F)F)cs1 | 9 | 3 | nt
CCOC(=O)c1c(NC(=O)CSc2nnc(C)c(=O)[nH]2)sc(C)c1-c1ccc(C)cc1 | 22 | -6 | i
COc1ccc(S(=O)(=O)N(C)C[C@H]2Oc3ccc(NC(=O)C4CCCCC4)cc3C(=O)N([C@H](C)CO)C[C@@H]2C)cc1 | 13 | -31 | nt
CN(CC(=O)Nc1ccc(Cl)cc1)C(=O)C1=COCCO1 | 7 | -1 | i
CC(=O)O[C@@H]1[C@H]2[C@@H](C[C@@H](C)[C@@H]3CCC(=O)[C@@]13C)OC(=O)[C@@H]2C | 20 | -24 | i
CC(=O)Nc1ccc(S(=O)(=O)NCc2cn3ccsc3n2)cc1 | -3 | 4 | i
CCOCCc1c(O)nc(SCC(=O)N2CCOCC2)[nH]c1=O | 7 | -9 | i
O=C(COC(=O)CCc1c[nH]c2ccccc12)Nc1cc([N+](=O)[O-])ccc1Cl | 30 | -13 | i
CCn1c(=O)c2ccccc2n(Cc2cccc(C)c2)c1=O | 6 | -36 | i
O=C(Cn1nc(-c2ccc(F)cc2)ccc1=O)Nc1ccc2c(c1)OCCO2 | 10 | 14 | i
O=c1[nH]c(NCc2ccccc2)nc2c1CCC2 | 19 | -23 | i
CCCC(c1nnnn1Cc1ccc(F)cc1)N1CCN(CC)CC1 (centres undefined) | 6 | -17 | i
COC(=O)CCSCC(=O)Nc1cc(C)on1 | 0 | -7 | i
c1csc(-c2ccc3ccccc3n2)c1 | 22 | -32 | i
Cc1cccc(-n2nnnc2SCC(=O)c2cc(C)n(CC3CCCO3)c2C)c1 (centres undefined) | 10 | -15 | i

Entries of single compounds, quoted from the list:
`CC(Sc1nc2nn(-c3ccccc3)c(=O)c-2c2n1CCCCC2)C(N)=O` (centres undefined) is entered as OX1R antag-1 = 63; OX1R antag-2 = -29; CHT PAM = i
`CCn1c(=O)c2ccccc2n(Cc2cccc(C)c2)c1=O` is entered as OX1R antag-1 = 6; OX1R antag-2 = -36; CHT PAM = i
`CC(=O)Nc1ccc(S(=O)(=O)NCc2cn3ccsc3n2)cc1` is entered as OX1R antag-1 = -3; OX1R antag-2 = 4; CHT PAM = i

(cont.)
SMILES | OX1R antag-1 | OX1R antag-2 | CHT PAM
CCN1CCSc2ccc(C(=O)NCc3cccc(Br)c3)cc21 | 21 | -18 | i
CC(C)c1ccc(NC(=O)CSc2nc(=O)[nH]c3c2CCCC3)cc1 | 26 | -16 | i
O=S(=O)(O)c1nc2ccccc2n1Cc1ccc(Cl)cc1Cl | 17 | -26 | i
CCOC(=O)c1c(C)nc(-c2ccccc2)nc1NC(C)=O | 16 | -11 | i
Cc1cc(C)nc(Oc2ccc([N+](=O)[O-])cc2)n1 | 66 | -13 | i
COc1cccc(NC(=O)C2CCCN2C(=O)Nc2ccccc2)c1 (centres undefined) | 16 | -7 | i
Cc1ccccc1OCC(=O)Nc1ccc2c(c1)C(=O)N(CCC(=O)O)C2=O | 12 | 7 | i
CC(Oc1cccc2cccnc12)C(=O)N/N=C/c1ccc2c(c1)OCO2 (centres undefined) | 16 | -21 | i
COc1ccc(N/C=C(\C(C)=O)c2ccc(OC)c(OC)c2)cc1OC | 8 | -13 | i
O=C(CN(C(=O)CSc1nc2ccccc2o1)c1ccccc1)NC1CCCCC1 | 11 | -28 | i
CCC(=O)N1CCN(c2cc(N3CCCC3)c(F)cc2[N+](=O)[O-])CC1 | 23 | -33 | i
Cc1cccc(OCC(O)CN2CCN(C3CCCCC3)CC2)c1 (centres undefined) | 14 | -13 | i
CSc1ncccc1C(=O)OCC(=O)N1CC(=O)Nc2ccccc21 | 10 | 13 | nt
CC(C)N(C(=O)CSc1nc(Cc2ccccc2)nc2ccccc12)C(C)C | 10 | -37 | i
CC1(C)c2[nH]c3ccccc3c2C[C@@H]2C(=O)N(Cc3ccccc3)C(=O)N21 | 3 | -42 | i
COc1ccc(Cl)cc1NC(=O)CN(C)C(=O)CNC(=O)C12CC3CC(CC(C3)C1)C2 | 7 | -36 | i
COc1ccc(C2/C(=C(/O)c3ccc4c(c3)CC(C)O4)C(=O)C(=O)N2CCCN2CCOCC2)cc1OC (centres undefined) | 5 | -8 | i
CCOc1cccc(CN2CCCC(N3CCc4ccccc4C3)C2)c1O (centres undefined) | 11 | -29 | i
CC1CCc2cccc3c(O)cc(=O)n1c23 (centres undefined) | 2 | 0 | i
CCNC(=O)C(=O)NCc1ccncc1 | 20 | -10 | i
Cc1ccc(NC(=O)CCc2nnc3ccc(N4CCN(C)CC4)nn23)cc1F | 5 | -9 | i
CC(=O)/C(N=Nc1ccc(OC(F)(F)F)cc1)=C(\C)O | -2 | 10 | i
O=C(COC(=O)c1cc([N+](=O)[O-])ccc1NCCO)Nc1ccc2c(c1)OCO2 | 19 | -12 | i
CCCn1nnnc1-c1ccc(Cl)cc1 | 13 | -13 | i
O=C1NC(=O)C(c2ccc(F)cc2)N1 (centres undefined) | 11 | -7 | i

Arranged by count of non-hydrogen atoms (low to high): 3 of the compounds above
SMILES | OX1R antag-1 | OX1R antag-2 | CHT PAM
CN(CC(=O)Nc1ccc(Cl)cc1)C(=O)C1=COCCO1 | 7 | -1 | i
Cc1cccc(OCC(O)CN2CCN(C3CCCCC3)CC2)c1 (centres undefined) | 14 | -13 | i
CCC(=O)N1CCN(c2cc(N3CCCC3)c(F)cc2[N+](=O)[O-])CC1 | 23 | -33 | i

3 compounds already listed, arranged by the value under OX1R antag-2, low to high.
| SMILES | OX1R antag-1 | OX1R antag-2 |
| --- | --- | --- |
| CC1(C)c2[nH]c3ccccc3c2C[C@@H]2C(=O)N(Cc3ccccc3)C(=O)N21 | 3 | -42 |
| O=C(CN(C(=O)CSc1nc2ccccc2o1)c1ccccc1)NC1CCCCC1 | 11 | -28 |
| CC(C)c1ccc(NC(=O)CSc2nc(=O)[nH]c3c2CCCC3)cc1 | 26 | -16 |

(listing goes on)
SMILES | OX1R antag-1 | OX1R antag-2 | CHT PAM
O=C(NCCC1CCCC1)c1cccs1 | 8 | -17 | i
O=C1NC(=O)C(=O)N1 | 14 | -12 | i
Cc1ccc(CNC(=O)CC2Sc3ccccc3NC2=O)cc1 (centres undefined) | 7 | -17 | i
COc1ccccc1N(CC(=O)NCCSc1ccccc1)S(C)(=O)=O | -4 | 1 | i
CC1CCN(C(=O)NC(=O)c2ccc(Cl)cc2)CC1 | 23 | -1 | i
O=C(NCCS(=O)(=O)N1CCN(c2ccccc2F)CC1)C1CC(=O)N(c2ccccc2)C1 (centres undefined) | 3 | -6 | i
COc1ccccc1NC(=O)N1CCOCC1 | -12 | -3 | i
COc1ccc(C=O)cc1Cn1cnc2c(cnn2C)c1=O | 0 | -8 | i
Cc1ccc(S(=O)(=O)NC(CC(=O)n2nc(C)cc2C)c2ccccc2)cc1 (centres undefined) | 53 | -23 | i
CCCCN(C)C(=O)c1cc2cc3ccc(OC)cc3nc2s1 | 11 | 1 | i
CC(=O)Nc1ccc(NC(=O)COC(=O)CCCc2c[nH]c3ccccc23)cc1 | 25 | -15 | i
CN(Cc1ccccc1)C(=O)c1cccc(NC(=O)Cc2ccc([N+](=O)[O-])cc2)c1 | 13 | -3 | nt
O=C(OCC(=O)N1CCCC1=O)c1ccc(O)cc1O | 7 | -2 | i
COCCn1nnnc1C(c1cccc(C#N)c1)N1CCCCCC1 (centres undefined) | -2 | -4 | i
BrC(=C\c1ccccc1)/C=N/N1CCN(c2ccccc2)CC1 | 27 | -8 | i
COc1ccccc1/C=C/C(=O)OCC(=O)N1CCc2ccccc21 | 32* | -4 | nt
O=C(NCc1ccccc1Cl)c1ccc2c(c1)OCO2 | 25 | -2 | i
COc1cccc(C(=O)C2CCCN(C(=O)c3ccccc3Cl)C2)c1 (centres undefined) | 24 | -11 | i
CC1CCN(S(=O)(=O)c2ccc(C(=O)Nc3ncccc3O)cc2)CC1 | 10 | -8 | i
Cc1ccc(-n2ccnc2SCC(=O)O)c(C)c1 | 8 | -1 | i
c1ccc(CNc2nc(-c3ccccn3)nc3ccccc23)cc1 | -7 | -13 | i
Cc1oc(-c2cccc(Cl)c2)nc1CS(=O)(=O)CC(=O)NCc1ccco1 | 12 | -4 | i
CCOCC(=O)Nc1c(C(=O)Nc2ccccc2OC)oc2ccccc12 | 1 | -3 | i
Cc1ccc(NC(=O)c2nc[nH]c2C(=O)N[C@@H](C)c2ccccc2)cc1 | 8 | -26 | i
N#C/C(=C1/CCCCCN1)c1nc2ccccc2[nH]1 | 7 | 7 | i
The list continues.
SMILES | OX1R antag-1 | OX1R antag-2 | CHT PAM
Cc1ccc(S(=O)(=O)N2[C@@H](c3ccc(C(C)(C)C)cc3)C(C(=O)O)=CC[C@H]2c2cccs2)cc1 | -6 | -29 | nt
Cc1ccc(C(C)C)c(OCC(=O)Nc2sc3c(c2C#N)CC(C)(C)NC3(C)C)c1 | 8 | -23 | i
CC(C)(C)c1nc(CN2CCOCC2)cc(CN2CCOCC2)c1O | 16 | -33 | i
COC(=O)c1c(C)[nH]c(C(=O)C(C)OC(=O)c2ccco2)c1C (centres undefined) | -1 | 6 | nt
CN(CC(=O)Nc1ccccc1Cl)C(=O)Cn1cnc2ccc(Cl)cc2c1=O | 4 | -33 | nt
C=CCNC(=O)c1ccc(CSc2nc3ccccc3s2)cc1 | 41 | -16 | i
COc1ccc(C2=NN(C(=O)c3ccccc3)C(c3cccc([N+](=O)[O-])c3)C2)cc1 (centres undefined) | 9 | -31 | i
O=C(CN1C(=O)NC2(CCCCCC2)C1=O)NCc1ccccc1Cl | 2 | -2 | nt
Cc1ccc(CS(=O)(=O)c2nsc(C)c2C#N)cc1 | 9 | -4 | i
Fc1ccc(C2c3cccn3CCN2C(=S)Nc2cccc(Br)c2)cc1 (centres undefined) | 17 | -13 | i
CN(C)C(=O)CCc1ccc2c3c([nH]c2c1)[C@]1(CCc2ccccc2)[C@@H](C(=O)N2CCCCC2)C[C@H](CC(=O)NCc2ccco2)C(=O)N1CC3 | 6 | -40 | nt
CC(O)CNCCOc1ccccc1OCc1ccccc1 (centres undefined) | 22 | -8 | i
CCOc1ccccc1C(=O)OCC(=O)Nc1ccc(N2CCCCC2)cc1 | 17 | -16 | i
COc1ccccc1NC(=O)CN(Cc1ccco1)C(=O)c1ccc(-n2nc(C)cc2C)cc1 | 23 | -15 | i
CC/C(=N\NC(=O)c1cc(C)nc2ccccc12)c1ccc(C)s1 | 22 | -16 | i
CCC1CCCCN1C(=O)CSc1nc(N)c(NC(=O)c2ccco2)c(=O)[nH]1 (centres undefined) | 8 | -3 | i
Cc1c(C)c(C)c2[nH]c(-c3ccc4c(c3)OCO4)nc2c1C | 29 | -36 | i
Cc1cc(C)n(-c2ccc(C(=O)NC3CCCCC3)cc2)n1 | 8 | -14 | i
O=C(NCc1ccc(F)cc1)C1CCN(C(=O)NCc2ccccc2)CC1 | 15 | -20 | i
COC(=O)c1cc(C(=O)OC)[nH]n1 | 13 | -4 | i
O=C(Nc1ccc(N2CCOCC2)cc1N1CCOCC1)c1ccccc1 | 8 | -6 | nt
COc1ccc(/C=C(/NC(=O)c2ccccc2)c2nc3ccccc3[nH]2)cc1OC | 19 | -36 | i
Cc1ccc(S(=O)(=O)N2CCN(C(=O)COC(=O)CCOc3ccccc3C)CC2)cc1 | 6 | -7 | i
CCNC(=O)CN(c1ccc(Br)c(C)c1)S(C)(=O)=O | 8 | -15 | i
CCOC(=O)CSc1nnc(CNC(=O)c2ccc(S(=O)(=O)N3CCOCC3)cc2)n1C | 12 | -4 | i
(list continues)
SMILES | OX1R antag-1 | OX1R antag-2 | CHT PAM
CC(c1ccccc1)N1CC(C(=O)N2CCN(c3ccc(F)cc3)CC2)CC1=O (centres undefined) | 17 | -6 | i
C/[N+]([O-])=C\c1coc2ccccc2c1=O | 7 | -10 | i
NNC(=O)[C@@H]1C[C@@H]1c1ccccc1 | 11 | -9 | i
CC(=O)N(C(C)=O)N1C(=O)C2C3c4ccccc4C(c4ccccc43)C2C1=O (centres undefined) | 4 | 5 | i
Cc1cccc(N2C(=O)CC(SC(N)=Nc3ccccc3)C2=O)c1 (centres undefined) | 4 | -23 | i
COc1ccc(NS(=O)(=O)c2cccc(C(=O)NNC(=O)c3cccc(NC(C)=O)c3)c2)cc1 | 7 | 0 | i
O=c1c2ccccc2[nH]c(=S)n1CC1CCCO1 (centres undefined) | 24 | -18 | i

OX1R antag-1, what is marked active above
Molecule | OX1R antag-1 | OX1R antag-2
COc1ccccc1/C=C/C(=O)OCC(=O)N1CCc2ccccc21 | 32* | -4

Screening results deposited in PubChem by several laboratories.
